Bioassay records (PubChem BioAssay)
WRN helicase inh: inhibitors of human WRN helicase. WRN helicase unwinding, fluorescent forked duplex, kinetic. 360,000 tested, 0.46% active. Q14191. Potency, µM (series often up to 114 µM), without a hit: at the top dose activity change, negative = inhibition, most hits filed as inhibitors; note: potency is the fitted concentration of half-maximal effect; % is set by controls: 0 for no effect and ±100 for the full control effect; nearly all actives have a fitted effect of over 55% in size
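Kinetic red-fluorescence monitoring (525/598 nm) tracks WRN helicase activity after 100 nM fluorophore-quencher forked duplex and 2 mM ATP are added to 20 nM enzyme pretreated 15 min at room temperature with compound.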
CCT chaperon mod: cytosolic chaperonin activity modulation. AID 651819. purified chaperonin ATPase assay, HTRF ADP detection, 30 min. 360,000 tested, 0.3% active. activity change, % (concentration not given with the values), hits read low; in the data active = activity change below about -30%; note: % is set by controls: 0 for no effect and ±100 for the full control effect
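TRiC at 40 or 20 nM final (batch-dependent) in 30 mM Tris pH 7.4, 100 mM KCl, 5 mM MgCl2, 1 mM DTT, with compound at single 76 uM and 10 uM ATP, 30 min at 37 deg C. ADP detected by HTRF Transcreener, 665/615 ratio.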
EPAC1 ag: activates human EPAC1 exchange factor; O95398; EPAC1 agonist qHTS, biochemical assay; response scale: 100% = response to 6.5 mM cAMP; Potency, µM (doses to about 154 µM), inactives show at the highest dose activation, actives largely listed as activators; 360,000 tested, 0.073% active; note: potency is the fitted concentration of half-maximal effect; nearly all actives have a fitted effect of over 60% in size
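Fluorescent GDP-exchange assay: 100 nM EPAC1 with 250 nM Rap1B preloaded with BODIPY-GDP and 50 uM GDP; compounds tested as concentration series, 5 min at room temperature, then read every 5 min for 30 min (ex 480/em 540 nm); normalized to 6.5 mM cAMP.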
EPAC2 antag: antagonists of human EPAC2 | EPAC2 GEF exchange of Rap1B-BODIPY-GDP, fluorescence | Potency, µM (titrated, usually from 114 µM), for inactives: at the top dose activity, negative = inhibition, actives largely listed as inhibitors | 360,000 tested, 0.18% active | AID 720708 | Q8WZA2; note: potency is the fitted concentration of half-maximal effect; % is set by controls: 0 for no effect and ±100 for the full control effect; nearly all actives have a fitted effect of over 45% in size; many of its hits are not listed in these tables
Target sequence (Q8WZA2 whole entry, looked up): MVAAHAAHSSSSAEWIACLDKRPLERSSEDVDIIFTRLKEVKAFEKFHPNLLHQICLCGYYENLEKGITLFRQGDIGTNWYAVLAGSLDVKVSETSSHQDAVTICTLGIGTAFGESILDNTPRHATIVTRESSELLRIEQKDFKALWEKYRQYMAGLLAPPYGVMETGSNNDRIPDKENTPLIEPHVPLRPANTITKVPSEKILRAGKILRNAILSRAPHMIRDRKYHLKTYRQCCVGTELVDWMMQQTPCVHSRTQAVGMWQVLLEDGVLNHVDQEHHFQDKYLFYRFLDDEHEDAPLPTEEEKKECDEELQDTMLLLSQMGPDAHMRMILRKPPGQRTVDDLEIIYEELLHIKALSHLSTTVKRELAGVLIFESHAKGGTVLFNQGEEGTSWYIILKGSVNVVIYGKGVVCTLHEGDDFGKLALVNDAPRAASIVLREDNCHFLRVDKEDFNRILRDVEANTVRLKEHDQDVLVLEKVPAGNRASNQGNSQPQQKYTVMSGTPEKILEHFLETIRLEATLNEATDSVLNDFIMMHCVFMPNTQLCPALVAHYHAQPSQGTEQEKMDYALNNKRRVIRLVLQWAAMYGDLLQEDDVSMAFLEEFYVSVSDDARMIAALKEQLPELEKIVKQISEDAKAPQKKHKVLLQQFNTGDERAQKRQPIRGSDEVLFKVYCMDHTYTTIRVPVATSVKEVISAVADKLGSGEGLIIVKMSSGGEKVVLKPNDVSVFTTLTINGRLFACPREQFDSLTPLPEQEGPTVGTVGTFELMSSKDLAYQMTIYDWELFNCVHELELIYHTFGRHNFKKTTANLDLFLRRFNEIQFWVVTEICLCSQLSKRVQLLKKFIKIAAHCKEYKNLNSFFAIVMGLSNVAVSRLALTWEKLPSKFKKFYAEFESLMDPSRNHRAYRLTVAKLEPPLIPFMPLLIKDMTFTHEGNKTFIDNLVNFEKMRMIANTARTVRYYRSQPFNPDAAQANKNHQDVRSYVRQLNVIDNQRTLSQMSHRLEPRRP
Mm-Cpn inhibitor: blocks the Methanococcus maripaludis chaperonin Mm-Cpn. purified Mm-Cpn ATPase, ADP Transcreener TR-FRET. Potency, µM (titrated, usually from 76.9 µM), without a hit: at the top dose activity, negative = inhibition, actives largely listed as inhibitors. 330,000 tested, 0.031% active. AID 504842; note: potency is the fitted concentration of half-maximal effect; % is set by controls: 0 for no effect and ±100 for the full control effect; nearly all actives have a fitted effect of over 80% in size
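TR-FRET (320 nm excitation; 590 and 665 nm emission) reports ADP made from 10 uM ATP by 25 nM enzyme; compounds were preincubated 10 min, reaction run 30 min, both at 37°C.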
EPAC1 antag: blocks human EPAC1 exchange factor; O95398; EPAC1 GEF assay, Rap1b-BODIPY-GDP exchange fluorescence; Potency, µM (doses to about 115 µM), for inactives: at the top dose activity change, negative = inhibition, usual class: inhibitors; 360,000 tested, 0.14% active;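 note: potency is the fitted concentration of half-maximal effect; plate controls were vehicle for no effect and positive control for full effect; nearly all actives have a fitted effect of over 50% in size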
PLK1 PBD inh: blocks phosphopeptide binding to human PLK1 polo-box domain; Plk1 PBD binding of FITC phosphopeptide, fluorescence polarization; Potency, µM, inactives show max response, negative = inhibition, most hits filed as inhibitors; P53350; 360,000 tested, 2.8% active; note: potency is the fitted concentration of half-maximal effect; series mostly up to about 57 µM; % is set by controls: 0 for no effect and ±100 for the full control effect; nearly all actives have a fitted effect of over 65% in size
PI5P4Ka inh: inhibitors of human PI5P4K alpha; 330,000 tested, 1.2% active; PI5P4Kalpha enzyme, ADP-Glo luminescence, 60 min; stronger effect = lower value; P48426; AID 652105; max response, %; active = max response of -50% or lower; inconclusive = between -30% and -50%; inactive = -30% or higher; note: value at the top dose of about 77 µM; % is set by controls: 0 for no effect and ±100 for the full control effect
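Quantitative HTS of the MLSMR library against PI5P4Kalpha with substrate. ATP added last at 5 microM final; room temperature, 60 minutes. Remaining ATP depleted, ADP converted and read as luminescence.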
An asterisk follows results filed as active; ? = inconclusive; . = not tested or not shown; [ ] = another dose, or the depositor's remark. Unless noted, calls come from the whole dose curve; as a rule, active = well fitted curve in the direction sought with a large enough effect; inconclusive = small, poorly fitted or top-dose-only effect, or another doubt; inactive = no such curve, though single readings can be large; an effect the other way counts as inactive or inconclusive. A portion of the library; rates above refer to the full screens.

SMILES | WRN helicase inh | CCT chaperon mod | EPAC1 ag | EPAC2 antag | Mm-Cpn inhibitor | EPAC1 antag | PLK1 PBD inh | PI5P4Ka inh
Cc1ccccc1S(=O)(=O)NC(=O)C1(C)CCN1C(=O)c1cccc(F)c1 (stereo not given) | 4% | 1.3 | 10% | 5% | . | 1% | -6% | -1
O=c1c2c(-c3cccc([N+](=O)[O-])c3)ccnc2[nH]n1-c1ccccc1 | 0% | -0.6 | -3% | 3% | 1% | 7% | -11% | 3
O=C(COc1ccc(S(=O)(=O)N2CCOCC2)cc1Cl)NCc1ccccn1 | 3%[57.1 µM] | 0.9 | -3% | 0% | -3% | 4% | 9% | 0
Cn1c(=Nc2ccc(N3CCOCC3)cc2)ccc2ccccc21 | 4% | 0.6 | -3% | 7% | -3% | 1% | -4% | -8
COc1ccc2c(c1)CC/C(=C/c1ccco1)C2=O | -1% | 1.0 | 12% | -5% | -10% | 8% | -5% | 1
Cc1sc(NC(=O)Cn2c(=O)oc3ccccc32)nc1-c1ccc(Cl)cc1 | -29% | 0.2 | -4% | -10% | -16% | -15% | -9% | -8
CCN1CCN(C(=O)/C=C/c2cccc(Cl)c2)CC1 | 8% | -2.4 | 7% | 2% | 4% | 9% | -5% | 1
O=C(N/N=C/c1ccco1)c1ccc(NC(=O)C2CCCCC2)cc1 | 6% | -0.2 | -2% | 13% | 3% | 1% | 0% | -8
CN(C(=O)c1cccnc1)c1nc(-c2ccccc2)cs1 | -2% | 0.9 | 10% | -10% | -2% | -4% | -10% | .
O=C(NCCCCCCNC(=O)c1cncc(O)c1)c1cncc(O)c1 | -22% | 0.7 | -7% | 0% | -1% | 5% | -5% | 2
c1ccc(-n2cnc3cc(NCc4ccco4)ccc32)cc1 | -6% | -3.3 | 8% | -4% | -2% | -3% | -29% | 3
O[C@H]1COC2C1OC[C@@H]2O (stereo not given in full) | 0% | -1.1 | 4% | -12% | 1% | 5% | -9% | -2
O=C(/C=C/c1ccccc1Cl)NCCc1ccc(F)cc1 | -19% | -2.2 | 2% | -10% | -1% | -4% | -13% | 0
COc1[nH]c(/N=C/c2ccccc2)c(C#N)c1C#N | -34% | -0.6 | 20% | 2% | -5% | -10% | 21µM* | ?
O=C(N[C@@H]1CCC(=O)N(CC[C@H](Sc2ccc(Br)cc2)c2ccccc2)CC1)OCc1ccccc1 | -2% | -1.2 | -16% | -7% | -6% | -18% | -28% | -4
COc1ccccc1C(=O)NC(CCSC)C(=O)NNC(=O)c1ccncc1 (stereo not given) | 5% | -0.6 | 3% | 12% | 1% | 15% | 1% | 6
CC(=O)Nc1ccc(NS(=O)(=O)c2ccc(Cl)c(C(=O)O)c2)cc1 | -3% | 0.0 | -2% | -2% | 1% | 1% | 1% | .
Cc1cc(Nc2cc(F)ccc2C)n2ncnc2n1 | 3% | -1.6 | 10% | 5% | -1% | -11% | -13% | -1
COC(=O)c1ccc(-n2cc(-c3ccc(OC)cc3)[nH]c2=S)cc1 | 3% | 0.9 | 4% | -13% | -3% | 1% | 6.7µM* | 1
CCCCOc1ccc(C(=O)NCC(=O)NC2CCN(Cc3ccccc3)CC2)cc1 | -33% | -1.8 | 15% | -4% | 0% | -2% | -3% | 1
CCOc1c2ccc(C(=O)NCC34CC5CC(CC(C5)C3)C4)cc2nn1CC | -4% | -1.1 | -18% | -1% | 1% | -12% | -1% | 6
COC(=O)c1cccc(N2C(=O)C3CC=CCC3C2=O)c1 (stereo not given) | 6% | 1.8 | -2% | 10% | 1% | 1% | 3% | -1
Cc1cc2cc(C#N)c(N3CCOCC3)nc2cc1Cl | 1% | -0.3 | -5% | 5% | ? | -20% | -6% | 13
CCN(CC)CCNC(=O)CN1C(=O)COc2ccc(S(=O)(=O)N3CCOCC3)cc21 | 2% | -0.6 | -8% | 4% | 1% | -7% | -19% | 7
CCn1c(CSc2nc3ccccc3[nH]2)nc2cc(C(=O)O)ccc21 | -16%[57.1 µM] | -0.8 | 11% | -1% | -5% | 7% | -19% | .
CCC(C(=O)OCC(=O)Nc1ccc(C(N)=O)cc1)c1ccccc1 (stereo not given) | -3% | 1.1 | 4% | ? | -3% | -2% | -5% | 2
O=C(Nc1ccccc1)N1CCN(Cc2ccccc2)CC1 | -2% | -1.7 | -1% | 1% | -2% | -7% | -3% | -1
O=C1NCCCC1(c1ccccc1)c1ccccc1 | -6% | -0.5 | 6% | -13% | . | 7% | 1% | 3
COc1c(C=O)c(CCN(C)C(=O)c2ccc(F)cc2)cc2c1OCO2 | -18% | -3.5 | -3% | -1% | -1% | -5% | 1% | -4
Cc1ccc2c(c1)C1NC(=S)NC(C)(O2)C1C(=O)Nc1ccc(Cl)cc1 (stereo not given) | -2% | 1.3 | -14% | 24% | 1% | 4% | -26% | -1
CCC(C)NC(=O)CN1C(=O)c2cccc3cccc1c23 (stereo not given) | 1% | 3.6 | 0% | 13% | 1% | -12% | 3% | 4
COc1ccc(NC(=O)COC(=O)Cn2c(C)nc3ccccc32)cc1OC | 0% | -5.8 | 4% | 0% | -2% | -25% | -5% | 1
Cn1nccc1NC(=O)Nc1cccc([N+](=O)[O-])c1 | 3% | 0.1 | 7% | 8% | -8% | -9% | -4% | -2
COc1ccc(N/C(=C2\CCCC2=O)C2CCCCC2)cc1 | -3% | -1.5 | 2% | -29% | . | -10% | ? | -1
CCOC(=O)c1ccc(CNC(=O)CCC(=O)O)cc1 | -14% | 1.8 | -2% | 12% | 2% | 8% | 1% | 1
O=C1NC(=O)C2(CCCc3c([N+](=O)[O-])cccc32)N1 (stereo not given) | -3% | -0.8 | -4% | 4% | . | -2% | -2% | 3
Cc1c(O)c(CN(C)C)cc2c1oc(=O)c1ccccc12 | -7% | -3.3 | 8% | -10% | -8% | -17% | -6% | 1
C#CCOCCOCCOCCNc1nc(N2CCN(C(=O)[C@H]([C@@H](C)O)n3cc(CCCCN)nn3)CC2)nc(N2CCN(C(=O)[C@H](C)n3cc(CCC(=O)O)nn3)CC2)n1 | -8% | 0.1 | 1% | -5% | . | -4% | 0% | -3
CC(=O)Nc1ccc2nc(CN3CCC(CO)(CCc4ccccc4)CC3)ccc2c1 | -4% | 1.3 | 0% | 2% | 0% | -7% | -5% | -3
CCc1cccc(NC(=O)c2cnn(-c3ccccc3)c2C)c1 | -7% | 1.7 | 12% | -25% | 2% | 9% | 0% | -2
CCCCC(=O)OCc1c(-c2cccc(OC)c2)ncc2ccccc12 | -3% | 1.7 | -16% | -9% | 0% | -6% | -2% | 7
CC(=O)Oc1ccc(C2(C)CC(C)(C)Oc3cc(OC(C)=O)ccc32)c(OC(C)=O)c1 (stereo not given) | 2% | 3.3 | -2% | -10% | 2% | -16% | 0% | -5
Cc1ccc(S(=O)(=O)N/N=C/c2cn(C)nc2C)cc1 | 0% | -2.4 | 0% | 3% | 1% | -5% | -6% | -3
Cc1cc(C)n(-c2nc3c(c(=O)[nH]c(=O)n3C)n2CC(O)c2ccccc2)n1 (stereo not given) | 7% | 4.2 | -5% | 7% | 4% | 13% | 3% | -3
c1ccc(CNc2nc(NCc3ccco3)nc(N3CCOCC3)n2)cc1 | -7% | -1.5 | 8% | -19% | 1% | -8% | 30µM* | 1
Cc1ccc(C(=O)Cn2cnc3ccccc3c2=O)cc1C | 4% | 1.3 | 8% | 1% | . | -22% | -9% | 7
Cc1ccc(S(=O)(=O)N2CCN(c3cnn(-c4ccccc4)c(=O)c3Cl)CC2)cc1 | 17% | -5.4 | -1% | 3% | 0% | 10% | -12% | -10
O=C(Nc1cccc(Cl)c1)N1CCc2ccccc2C1 | 4% | -2.7 | -2% | 4% | 1% | -6% | -11% | 7
Cc1ccc(NC(=O)c2ccc(S(=O)(=O)N3CCCC3)cc2)cc1 | -9% | 0.6 | 8% | -18% | . | ? | -6% | 3
Cc1c(Cl)ccc(S(=O)(=O)NCCN2CCOCC2)c1Cl | 5% | 0.4 | 7% | 2% | 1% | 4% | 3% | 0
O=C(O)CSCC(=O)Nc1cc(C(F)(F)F)ccc1Cl | 2% | -6.0 | 11% | -1% | 1% | 5% | -14% | .
O=C(c1ccc(F)cc1)N(Cc1cccs1)C1CCS(=O)(=O)C1 (stereo not given) | -1% | 0.9 | -18% | 8% | 1% | 4% | 3% | -1
